# Screening data as filed in PubChem.
# GLD-1 TGE inh – GLD-1-TGE RNA interaction inhibition (C. elegans) | AID 2280 | purified GLD-1 + fluorescein TGE RNA, fluorescence polarization | Q17339 | inhibition, % at 5.96 µM | 0.44% of 320,000 active;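 active = percent inhibition above a per-plate cutoff, the plate mean of test compounds plus 3 SD, cut at about 30% in these data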;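 note: 0% = DMSO wells with GLD-1 and probe and 100% = wells lacking GLD-1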
# Target sequence (Q17339 whole entry, looked up): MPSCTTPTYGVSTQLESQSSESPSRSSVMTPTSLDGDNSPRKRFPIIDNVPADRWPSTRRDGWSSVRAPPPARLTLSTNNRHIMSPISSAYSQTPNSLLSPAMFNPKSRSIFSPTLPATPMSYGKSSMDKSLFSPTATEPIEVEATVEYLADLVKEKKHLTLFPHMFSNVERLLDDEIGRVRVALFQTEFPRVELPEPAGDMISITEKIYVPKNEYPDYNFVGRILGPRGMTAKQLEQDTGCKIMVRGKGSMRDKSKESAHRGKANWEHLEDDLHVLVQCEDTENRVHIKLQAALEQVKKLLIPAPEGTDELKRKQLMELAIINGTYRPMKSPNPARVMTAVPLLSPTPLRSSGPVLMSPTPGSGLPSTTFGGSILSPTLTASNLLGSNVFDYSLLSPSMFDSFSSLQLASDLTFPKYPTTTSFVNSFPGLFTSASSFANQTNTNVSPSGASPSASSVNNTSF
# PAD4 FP inh – blocks human protein arginine deiminase 4. AID 485272. Q9UM07. recombinant PAD4, RCA probe fluorescence polarization. 0.41% of 330,000 active. inhibition, % at 6.36 µM;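 active = percent inhibition above a cutoff equal to the mean of all tested compounds plus 3 SD, cut at about 15% in these data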;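 note: 0% = PAD4 with RCA probe and DMSO and 100% = probe without PAD4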
# An asterisk follows results filed as active.
no.	Molecule	GLD-1 TGE inh	PAD4 FP inh
1	Cc1cc(Br)c(NC(=O)CSc2n[nH]c(N)n2)c(Br)c1	2	1
2	CCc1ccc(NC(=O)C(C)OC(=O)Cc2cc(OC)c(OC)c(OC)c2)cc1 (stereo not given)	-5	-1
3	CCOC(=O)C1=C(C)NC(C)=C(C(=O)OCC)C1C(=O)OCC(=O)NCCc1ccccc1	1	0
4	Cc1nc(SCC(=O)Nc2cccc(S(=O)(=O)N3CCOCC3)c2)nc(C)c1C	-2	-5
5	Cc1cc(=O)[nH]c(SCC(=O)N2CCCC2)n1	-2	-1
6	O=C1CCC(C(=O)OCC(=O)Nc2cc(Cl)ccc2F)=NN1	-7	-1
7	O=C(NCc1cccc(C(F)(F)F)c1)N1CCN(C(=O)c2ccccc2)CC1	3	0
8	CCN1C(=O)[C@@H]2[C@@H](c3ccc(-c4ccc(F)cc4)c(OC)c3)N3CCC[C@@]3(C(=O)OC)[C@@H]2C1=O	-6	-3
9	COc1ccc(CN([C@H](CO)CC(C)C)S(=O)(=O)N(Cc2ccccc2)[C@H](CO)CC(C)C)cc1	3	2
10	CCCCNc1c(-c2cccc(SC(C)CC)c2)nc2ccc(Cl)cn12 (stereo not given)	-7	-4
11	COc1ccc(NC(=O)c2ccc(NC(=O)c3nc4nccc(C)n4n3)cc2)cc1	-1	-5
12	C[C@@H]1CN([C@H](C)CO)C(=O)c2cccc(NC(=O)Nc3ccc(C(F)(F)F)cc3)c2O[C@H]1CN(C)S(=O)(=O)c1cccs1	6	-2
13	C[C@H]1CN([C@@H](C)CO)C(=O)Cc2cc(NS(=O)(=O)c3ccc(Cl)cc3)ccc2O[C@@H]1CN(C)C(=O)Nc1cccc2ccccc12	3	0
14	Cc1cc(NS(=O)(=O)c2ccc(NC(=O)/C=C/c3ccccc3)cc2)nc(C)n1	1	-1
15	OC[C@H]1O[C@H](OCCc2ccc(O)cc2)[C@H](O)[C@@H](O)[C@@H]1O	6	-2
16	CCCCC[C@@H]1C=C(C(=O)O)[C@H](c2ccc(Cl)cc2)N1S(=O)(=O)c1ccc(C)cc1	9	-1
17	Cc1cccc(N2CCN(C(=O)c3ccc(NC(=O)CC4SC(N5CCCC5)=NC4=O)cc3)CC2)c1C (stereo not given)	2	1
18	CC1CCN(S(=O)(=O)c2ccc(Cl)s2)CC1	2	-5
19	CCc1ccc(NC(=O)COC(=O)/C=C/c2ccco2)cc1	-7	-10
20	O=C(OCC(=O)N1CCc2ccccc2C1)c1c(F)cccc1Cl	1	-3
21	O=C(CN1C(=O)NC2(CCCCCC2)C1=O)Nc1ccc([N+](=O)[O-])cc1	4	1
22	CCCCOc1ccc(C(=O)NCC(=O)NNC(=O)c2ccco2)cc1	2	-2
23	COc1cccc(NC(=O)CN(C)CC(=O)NCC(=O)Nc2ccc(F)cc2)c1	10	-1
24	CSCCC(NS(=O)(=O)c1ccccc1F)C(=O)NCC(c1ccco1)N(C)C (stereo not given)	3	-3
25	CCOC(=O)C1CCCN(C(=S)Nc2ccc(S(=O)(=O)N3CCOCC3)cc2)C1 (stereo not given)	-1	2
26	C[C@@]12C(=O)Nc3ccc(F)cc3C(=O)N1[C@H]1c3cc(Cl)ccc3OC[C@@H]1[C@@H]2c1ccccc1	0	2
27	O=C(O)c1cc(S(=O)(=O)NCCOc2ccccc2)ccc1Cl	-1	3
28	CN(C)C(CNC(=O)c1ccc2nccnc2c1)c1ccco1 (stereo not given)	8	2
29	CC(NC(=O)COC(=O)c1cccc(S(=O)(=O)N2CCCC2)c1)c1ccccc1 (stereo not given)	-2	4
30	CCN(C[C@H]1N[C@@](Cc2ccccc2)(C(=O)OC)[C@H]2C(=O)N(C)C(=O)[C@@H]12)S(=O)(=O)c1ccc(-c2ccccc2)cc1	-2	-1

no.	Molecule	GLD-1 TGE inh	PAD4 FP inh
31	O=C1N[C@@H](Cc2c[nH]c3ccccc23)COC(=O)[C@@H](Cc2ccc(F)cc2)CC/C=C/C[C@@H]1CC(=O)N(CCO)Cc1ccccc1	-3	2
32	CCC/C=C1/CCCOC(C(=O)NCc2ccc(C)o2)(C(F)(F)F)C1 (stereo not given)	-3	0
33	O=C1NC(Cc2ccccc2)c2nc3ccc(Cl)cc3c(=O)n2-c2ccccc21 (stereo not given)	6	0
34	COc1ccc(NC(=O)Nc2cccc3c2O[C@H](CN(C)C(=O)Nc2c(C)noc2C)[C@@H](C)CN([C@H](C)CO)C3=O)cc1	2	-3
35	O=C(NCc1cccc(F)c1)c1cccc2c1C(=O)c1ccc(N3CCOCC3)cc1S2(=O)=O	-9	-3
36	COc1ccc(NS(=O)(=O)c2ccc(C(=O)NCC3(N4CCOCC4)CCCCC3)cc2)cc1	-2	1
37	C[C@H](CO)N1C[C@H](C)[C@@H](CN(C)C(=O)NC2CCCCC2)Oc2ccc(NC(=O)Cn3cnnn3)cc2C1=O	2	5
38	O=C(COC(=O)C1CCCC1)Nc1cccc(Cl)c1Cl	-1	5
39	C#CCOCCOCCOCCNc1nc(N2CCN(C(=O)[C@H](CC(N)=O)n3cc([C@@H](N)C(C)C)nn3)CC2)nc(N2CCN(C(=O)[C@H](CC(N)=O)n3cc([C@@H](N)C(C)C)nn3)CC2)n1	5	-5
40	COC(=O)[C@]1(Cc2ccccc2)N[C@H](CN(C)C(=O)c2ccc(F)cc2)[C@@H]2C(=O)N(C)C(=O)[C@@H]21	4	-3
41	CC(C)Cn1c(N)c(C(=O)COC(=O)c2cccn2C)c(=O)n(C)c1=O	5	-2
42	O=C1c2ccccc2C(=O)N1CCC#Cc1ccc2cc(CCCO)oc(=O)c2c1	-1	-1
43	CCN(C(=O)COC(=O)c1ccc[nH]c1=O)c1cccc2ccccc12	0	-2
44	C/C(=C/CCC(C)(O)C1CC[C@@]2(C)[C@@H]3CC=C4[C@@H](CC[C@H](O[C@H]5O[C@@H](CO)[C@H](O)[C@@H](O)[C@@H]5O)C4(C)C)[C@]3(C)C(=O)C[C@]12C)CO[C@@H]1O[C@H](CO)[C@@H](O)[C@H](O)[C@H]1O (stereo not given in full)	6	-3
45	COc1cc(C)ccc1OC(C)C(=O)Nc1ccc(N2CCCCC2)cc1 (stereo not given)	5	-1
46	Cc1noc(C)c1NC(=O)N(C)C[C@H]1Oc2c(NC(=O)Cc3ccccc3)cccc2C(=O)N([C@H](C)CO)C[C@@H]1C	-6	0
47	Cc1ccc(OC(C)C(=O)Nc2ncc(Cl)cc2Cl)c([N+](=O)[O-])n1 (stereo not given)	7	-1
48	COc1ccc(C(=O)NCc2ccccc2C)cc1S(=O)(=O)NC1CCCC1	-2	1
49	CCC(C)Sc1cccc(-c2nc3cnccn3c2NC2CCCCC2)c1 (stereo not given)	10	2
50	C[C@H](NS(=O)(=O)c1ccccc1F)C(=O)OCC(=O)Nc1ccc2c(c1)OCCO2	2	5
51	NC(=O)C1CCN(C(=O)c2cc(-c3ccc(Cl)s3)nc3ccccc23)CC1	0	-1
52	CCN(C[C@H]1N[C@@](Cc2ccccc2)(C(=O)OC)[C@H]2C(=O)N(Cc3ccccc3)C(=O)[C@@H]12)C(=O)Nc1ccc(C(F)(F)F)cc1	6	0
53	O=C(NCc1ccccc1)c1ccc(Cl)c(S(=O)(=O)N2CCCC2)c1	4	2
54	CC(C)(C)OC(=O)NCC(=O)NNC(=O)C(C(=O)OCc1ccccc1)c1ccccc1 (stereo not given)	3	5
55	Nc1cc(=O)[nH]c(SCC(=O)NC2CCCCCCC2)n1	1	5
56	CCOC(=O)[C@@H]1[C@H]2COc3cc(OC)ccc3[C@@H]2N2C(=O)N(c3cccc(C)c3)C(=O)[C@]12C	5	-1
57	O=C(COC(=O)C1CC2C=CC1C2)Nc1ccc([N+](=O)[O-])cc1 (stereo not given)	10	-1
58	COc1ccccc1/C=C/C(=O)OCC(=O)NCc1ccc2c(c1)OCO2	3	6
59	COc1ccc(CC(=O)OCC(=O)NCc2ccc(C)cc2)cc1OC	5	-1
60	CN(C)S(=O)(=O)c1ccc(Cl)c(NC(=O)CNC2(C)CCS(=O)(=O)C2)c1 (stereo not given)	6	-1

no.	Molecule	GLD-1 TGE inh	PAD4 FP inh
61	O=C(C[C@@H]1C/C=C\C[C@H](Cc2ccc(F)cc2)C(=O)OC[C@H]2CCCN2C1=O)NCCO	-1	-2
62	CC(C)=CCC/C(C)=C/CNC(=O)CC1C[C@H](C(=O)N(C(C)C)C(C)C)[C@@]2(C)c3[nH]c4ccccc4c3CCN2C1=O (stereo not given in full)	1	0
63	CC(C)c1ccccc1NC(=S)NC(=O)C1CCCCC1	-1	-1
64	O=C(Nc1nccs1)C1=COCCO1	-4	-7
65	CC(C)NC(=O)N(C)C[C@H]1Oc2ccc(NC(=O)Nc3ccc(C(F)(F)F)cc3)cc2C(=O)N([C@H](C)CO)C[C@@H]1C	3	-7
66	Cc1ccc(NC(=O)NC(=O)COc2c(F)c(F)cc(F)c2F)c(C)c1	-1	1
67	CCC1CCC2(CC1)NC(=O)N(CC(=O)NCc1ccc(Cl)cc1)C2=O (stereo not given)	-2	0
68	O=C(NCc1ccccc1CN1CCOCC1)c1ccc(-n2cccn2)cc1	2	-4
69	C[C@H]1CN([C@@H](C)CO)C(=O)c2cccc(NC(=O)C3CC3)c2O[C@H]1CN(C)S(=O)(=O)c1cccs1	3	0
70	CC(=O)C(Cc1ccccc1)NC(=O)COc1ccc2c(c1)OCO2 (stereo not given)	2	-3
71	Cn1c(SCC(=O)Nc2ccc(C(=O)O)cc2)nc2scc(-c3ccccc3Cl)c2c1=O	1	5
72	CC(NC(=O)COC(=O)c1cccnc1Cl)C12CC3CC(CC(C3)C1)C2 (stereo not given)	4	-3
73	CCOC(=O)/C=C1\SCC(=O)N1CC(=O)Nc1cc(S(=O)(=O)N(C)C)ccc1C	9	6
74	O=C(NN1CCOCC1)c1ccccc1NS(=O)(=O)c1ccc(F)cc1F	0	-3
75	C=CC[C@@H](Cc1ccc(F)cc1)C(=O)OC[C@@H]1CCCN1C(=O)[C@@H](CC=C)CC(=O)N[C@@H](CO)Cc1ccccc1	7	-3
76	c1ccc(C[C@H]2CN=C(Nc3ccccc3)N2CC2CCCCC2)cc1	-7	-4
77	CCN(C[C@H]1N[C@@](C)(C(=O)OC)[C@H]2C(=O)N(C)C(=O)[C@@H]12)S(=O)(=O)c1ccc(-c2ccccc2)cc1	3	-2
78	C[C@H](CO)N1C[C@H](C)[C@@H](CN(C)S(=O)(=O)c2cccs2)Oc2ccc(NS(=O)(=O)c3ccccc3)cc2C1=O	5	2
79	CC(C)(C)NS(=O)(=O)NC(=O)C1=C(N2CCCC2)COC1=O	-3	2
80	Cc1ccc(C(=O)OCC(=O)NCCN2C(=O)CSC2=O)cc1[N+](=O)[O-]	1	0
81	CC(C)c1cccc(-c2ccc3c(c2)S(=O)(=O)c2cccc(C(=O)NCc4ccco4)c2C3=O)c1	4	3
82	C#CCOCCOCCOCCNc1nc(N2CCN(C(=O)[C@H](CCCN=C(N)N)n3cc(C(N)[C@@H](C)CC)nn3)CC2)nc(N2CCN(C(=O)[C@H](CCCCN)n3cc([C@@H](N)[C@H](C)CC)nn3)CC2)n1 (stereo not given in full)	-1	0
83	O=C(COC(=O)c1ccncc1)Nc1ccc2c(c1)OCO2	-1	-1
84	COc1cc(/C=C2\SC(=O)N(CCNC(=O)c3c(C)noc3C)C2=O)cc(OC)c1OC	6	0
85	COc1ccc(NC(=O)CCOc2cc(C)ccc2C)cc1S(=O)(=O)N1CCCCC1	2	2
86	Cc1ccc(NC(=O)COC(=O)c2ccc(NC(=O)CC#N)cc2)cc1S(=O)(=O)N1CCOCC1	-8	-11
87	CCOC(=O)c1c(C)[nH]c(C)c1C(=O)COC(=O)c1cccnc1Cl	-6	0
88	Cc1ccc(CNC(=O)CCNC(=O)c2ccc([N+](=O)[O-])cc2)cc1	-5	-3
89	C[C@H](CO)N1C[C@H](C)[C@@H](CN(C)S(=O)(=O)c2ccc(F)cc2)Oc2c(NS(=O)(=O)c3ccccc3)cccc2C1=O	2	-3
90	O=C(CN1CCN(S(=O)(=O)c2ccccc2F)CC1)N1CCc2ccccc2C1	-1	-2
91	COc1cc(CC(=O)OCC(=O)N2CCN(C(=O)c3ccco3)CC2)cc(OC)c1OC	2	2
92	CC(C)NC(=O)Nc1cccc2c1O[C@H](CN(C)S(=O)(=O)c1ccc(F)cc1)[C@@H](C)CN([C@H](C)CO)C2=O	2	-4

# A portion of the library. The share of hits here may be higher or lower than overall.
